High-throughput results: PubChem BioAssay, Emory University Molecular Libraries Screening Center
EP2 mod = modulators of human EP2 prostaglandin E2 receptor | P43116 | EP2-expressing cells, cAMP HTRF FRET, PGE2 co-stimulation | induction, % at 25 µM | 260,000 compounds, 0.83% hits;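 active = compounds whose cAMP rise, as percent of the full-agonist control response, exceeds 60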;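 also: rat C6 glioma line stably carrying human EP2 under a CMV promoter; the protocol text gives 20 µM as final concentration; 100% = response of wells given 1 µM PGE2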
Target sequence (P43116 whole entry, looked up): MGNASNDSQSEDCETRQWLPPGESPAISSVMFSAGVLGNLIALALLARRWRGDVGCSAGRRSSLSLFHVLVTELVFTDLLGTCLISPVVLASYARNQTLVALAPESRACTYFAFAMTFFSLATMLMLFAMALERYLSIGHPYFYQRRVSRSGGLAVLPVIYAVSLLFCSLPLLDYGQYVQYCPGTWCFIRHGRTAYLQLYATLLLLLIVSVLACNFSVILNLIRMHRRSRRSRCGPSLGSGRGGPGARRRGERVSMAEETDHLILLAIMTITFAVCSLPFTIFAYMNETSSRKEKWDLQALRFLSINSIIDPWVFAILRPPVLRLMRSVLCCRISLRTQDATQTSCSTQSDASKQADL
EP2 antag = blocks the human prostaglandin E2 receptor EP2. 260,000 compounds, 0.52% hits. AID 1422. inhibition, % at 25 µM. P43116. C6 glioma cells expressing human EP2, cAMP TR-FRET; cells stimulated with saturating PGE2;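 active = percent inhibition above 40 after rounding to a whole number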;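 also: rat C6 glioma host cells with rolipram phosphodiesterase inhibitor present; the protocol text gives 20 µM as final concentration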
The depositor's hits bear a star.

Start of the data: the first 19 compounds as a preview:
SMILES	EP2 mod	EP2 antag
COc1cccc(-c2cc(C(F)(F)F)n3ncc(C(=O)Nc4sc5c(c4C#N)CCCC5)c3n2)c1	-22	8
Cn1c(=O)[nH]c(=O)c2c1nc(NCCCn1ccnc1)n2Cc1cccc2ccccc12	-43	6
Cc1ccc(NC(=O)N(Cc2cc3cc4c(cc3[nH]c2=O)OCO4)C2CCCC2)cc1	-16	13
Cc1cc2cc(CN(CCc3ccccc3)Cc3nnnn3CC3CCCO3)c(=O)[nH]c2cc1C (configuration not stated)	-20	5
COc1ccc(-c2cc(C(F)(F)F)nc(SCC(=O)NCC3CCCO3)n2)cc1 (configuration not stated)	-54	5
COc1ccc(-c2cc(C(F)(F)F)nc(SCCC(=O)Nc3ccc4c(c3)OCO4)n2)cc1	5	10
N#CSC1CS(=O)(=O)C=C1Cl (configuration not stated)	-111	133*
Cc1ccc(-c2nnc(SCC(=O)N3CCCC(C)C3)o2)cc1 (configuration not stated)	8	7
Cc1ccc2cc(CN(CCN(C)C)C(=S)NCCc3ccccc3)c(=O)[nH]c2c1	-54	12
COC(=O)c1c(NC(=O)c2ccc(OC)c(OC)c2)sc(C(=O)Nc2ccccc2)c1C	11	6
COc1ccc2cc(C(c3nnnn3Cc3ccccc3)N3CCCCC3)c(=O)[nH]c2c1 (configuration not stated)	-23	17
CCOCc1nnc(NC(=O)c2nc(-c3ccc(F)cc3)oc2C)s1	12	8
O=C(c1n[nH]c(=O)c2ccccc12)N1CCC(n2nnc(-c3ccccc3)n2)CC1	-6	9
O=C(Cc1ccc(F)cc1)NCCn1nc(-c2cccs2)ccc1=O	17	7
CC(=O)O[C@@H]1C[C@H](c2ccc(F)cc2)N(C)C1=O	8	2
Cc1ccc2[nH]c(=O)c(CN(CC3CCCO3)C(c3nnnn3C3CCCCC3)C(C)C)cc2c1 (configuration not stated)	41	6
COC(=O)c1ccc(CCC2CCN(C(=O)CCn3nc(C)cc3C)CC2)cc1	-49	6
CCOc1cc(C(=O)Nc2nc(C)c(C)s2)cc(OCC)c1OCC	-19	9
COc1ccc2[nH]c(=O)c(CN(Cc3cccnc3)S(=O)(=O)c3ccccc3F)cc2c1	-55	46*

The whole of this part, from the first entry:
SMILES	EP2 mod	EP2 antag
COc1cccc(-c2cc(C(F)(F)F)n3ncc(C(=O)Nc4sc5c(c4C#N)CCCC5)c3n2)c1	-22	8
Cn1c(=O)[nH]c(=O)c2c1nc(NCCCn1ccnc1)n2Cc1cccc2ccccc12	-43	6
Cc1ccc(NC(=O)N(Cc2cc3cc4c(cc3[nH]c2=O)OCO4)C2CCCC2)cc1	-16	13
Cc1cc2cc(CN(CCc3ccccc3)Cc3nnnn3CC3CCCO3)c(=O)[nH]c2cc1C (configuration not stated)	-20	5
COc1ccc(-c2cc(C(F)(F)F)nc(SCC(=O)NCC3CCCO3)n2)cc1 (configuration not stated)	-54	5
COc1ccc(-c2cc(C(F)(F)F)nc(SCCC(=O)Nc3ccc4c(c3)OCO4)n2)cc1	5	10
N#CSC1CS(=O)(=O)C=C1Cl (configuration not stated)	-111	133*
Cc1ccc(-c2nnc(SCC(=O)N3CCCC(C)C3)o2)cc1 (configuration not stated)	8	7
Cc1ccc2cc(CN(CCN(C)C)C(=S)NCCc3ccccc3)c(=O)[nH]c2c1	-54	12
COC(=O)c1c(NC(=O)c2ccc(OC)c(OC)c2)sc(C(=O)Nc2ccccc2)c1C	11	6
COc1ccc2cc(C(c3nnnn3Cc3ccccc3)N3CCCCC3)c(=O)[nH]c2c1 (configuration not stated)	-23	17
CCOCc1nnc(NC(=O)c2nc(-c3ccc(F)cc3)oc2C)s1	12	8
O=C(c1n[nH]c(=O)c2ccccc12)N1CCC(n2nnc(-c3ccccc3)n2)CC1	-6	9
O=C(Cc1ccc(F)cc1)NCCn1nc(-c2cccs2)ccc1=O	17	7
CC(=O)O[C@@H]1C[C@H](c2ccc(F)cc2)N(C)C1=O	8	2
Cc1ccc2[nH]c(=O)c(CN(CC3CCCO3)C(c3nnnn3C3CCCCC3)C(C)C)cc2c1 (configuration not stated)	41	6
COC(=O)c1ccc(CCC2CCN(C(=O)CCn3nc(C)cc3C)CC2)cc1	-49	6
CCOc1cc(C(=O)Nc2nc(C)c(C)s2)cc(OCC)c1OCC	-19	9
COc1ccc2[nH]c(=O)c(CN(Cc3cccnc3)S(=O)(=O)c3ccccc3F)cc2c1	-55	46*
COc1ccccc1-c1nnc(SCC(=O)N2CCCCC2)n1Cc1ccco1	5	14
COc1ccc(/C=C2\SC(=S)N(NC(=O)Cc3ccccc3)C2=O)cc1OC	-18	5
Cc1cccc(OC(C)c2nnc(N)s2)c1C (configuration not stated)	-45	12
COc1ccc(C)cc1NC(=O)c1sc2nc3cc4c(cc3cc2c1N)OCCO4	-72	18
O=C(CSc1nnc(-c2cccnc2)n1-c1cccc(Cl)c1)N1CCCCC1	-2	19
COC(=O)C(C)Sc1nnc2cc(C)c3ccccc3n12 (configuration not stated)	-1	14
CC1CCN(c2nc3c(c(=O)[nH]2)CN(Cc2coc4ccccc4c2=O)CC3)CC1	-23	9
CCC(CC)c1nnc(NC(=O)c2ccccc2SCCOC)s1	-24	13
O=C(CN1C(=O)COc2ccccc21)Nc1cccc(C(F)(F)F)c1	-18	10
CCc1nn(C(C)C(=O)O)c(=O)c2cc3sccc3n12 (configuration not stated)	-8	3
CCOC(=O)C1=C(C)NC(C)=C(C(=O)OCC)C1c1ccncc1	2	18
CCOc1ccc2[nH]c(=O)c(CN(C(=S)NCC3CCCO3)C3CCCCC3)cc2c1 (configuration not stated)	16	11
CSc1ccccc1NC(=O)C1CCN(S(=O)(=O)c2ccccc2)CC1	-8	12
CCN(CC)CCN(Cc1cc2cc(C)ccc2[nH]c1=O)C(=S)NC1CCCCC1	-71	7
Cc1cc(C)n(-c2ccc(C(=O)N3CCC4(CC3)NC(=O)c3ccccc3O4)cc2)n1	-51	6
Cc1ccc(C)c2[nH]c(=O)c(C(c3nnnn3C3CCCC3)N3CCCc4ccccc43)cc12 (configuration not stated)	7	5
COc1cc(SC)ccc1C(=O)Nc1nnc(CCc2ccccc2)s1	-5	14
CC(=O)N1CCN(c2ccc(NC(=O)COc3cc(C)c(Cl)c(C)c3)cc2)CC1	1	7
Cc1cccc(Cn2c(N(C)C)nc3c2c(=O)[nH]c(=O)n3C)c1	-14	7
Oc1c(Cl)cc(C(c2cc(Cl)c(O)c(Cl)c2)C(c2cc(Cl)c(O)c(Cl)c2)c2cc(Cl)c(O)c(Cl)c2)cc1Cl	28	49*
CCC(C)(C)NC(=O)CN(CCOC)C(=O)C(=O)Nc1ccc2c(c1)OCCO2	22	9
Cc1ccc2[nH]c(=O)c(CN(CC3CCCO3)C(=O)Nc3ccccc3Cl)cc2c1 (configuration not stated)	-22	5
CCOC(=O)c1sc2ncn(Cc3ccccc3)c(=O)c2c1C	16	8
Cc1cc(NC(=O)CSc2nc(-c3ccccc3)cc(C(F)(F)F)n2)no1	-51	19
Cc1cc2c(cc1C)NC(c1ccccc1O)C1=C(CC(C)(C)CC1=O)N2 (configuration not stated)	-14	12
COc1ccc(S(=O)(=O)N2CCC(C(=O)NCCCOC(C)C)CC2)cc1C	-11	8
C[C@H](OP(=O)(O)O)[C@H](N)C(=O)O	22	12
COc1ccc2nc(N3C(=O)C(O)=C(C(=O)c4ccco4)C3c3ccco3)sc2c1 (configuration not stated)	1	32
Cc1ccccc1OCC(=O)Nc1ccc(S(=O)(=O)Nc2onc(C)c2C)cc1	9	11
CC(C)CN1Cc2cccc(C(=O)N3CCC4(CC3)NC(=O)c3ccccc3O4)c2C1=O	1	13
COc1ccc(CN(Cc2cccc3ncccc23)CC2CCCO2)cc1OC (configuration not stated)	-14	5
CCN(CC)CC(=O)Nc1nc2ccc(OC)cc2s1	-16	9
Cc1ccc(NC(=O)CSc2nc3sc4c(c3c(=O)[nH]2)CCCC4)cc1	-8	14
CC(C)C(=O)c1cn(CC(=O)N2CCOCC2)c2ccccc12	-15	7
O=C1COc2ccc(S(=O)(=O)N3CCS(=O)(=O)CC3)cc2N1	-24	8
CCOc1ccc(N(C(C)C(=O)N2CCN(CC)CC2)S(C)(=O)=O)cc1 (configuration not stated)	-8	2
CN1CCN(CN2C(=O)[C@H]3[C@H]4C=C[C@@H]([C@@H]3C2=O)[C@H]2[C@@H]3C(=O)N(CN5CCN(C)CC5)C(=O)[C@@H]3[C@@H]42)CC1	8	53*
CCC(C)OC(=O)C1=C(C)NC2=C(C(=O)CC(c3ccc(OC)c(OC)c3)C2)C1c1ccc(C)o1 (configuration not stated)	9	12
CCOC(=O)c1cc2sc(C)cc2n1CC(=O)N1CCCCCC1	-28	18
COc1cccc(-n2c(SCC(=O)N3CCCCC3)nnc2-c2ccncc2)c1	-14	8
COc1ccc(-c2nc(-c3ccc(C)nc3OC)no2)cc1	-20	4
The list continues.
SMILES	EP2 mod	EP2 antag
O=C(Cn1c(-c2cccs2)cc2cccnc21)NCc1ccncc1	-64	6
CCOC(=O)C1=C(N)OC2=C(C(=O)CC(C)(C)C2)C1c1ccc(F)cc1 (configuration not stated)	14	12
CCOCc1nnc(NC(=O)C(CC)Oc2ccccc2)s1 (configuration not stated)	8	8
COc1ccc(C)cc1NC(=O)c1ccc(S(=O)(=O)N2CCc3ccccc3C2)cc1	-42	10
Cc1ccc(C)c2nc3c(cc12)CN(Cc1ccco1)C(=O)CO3	-9	1
Cn1c(I)nc2ccccc21	-48	6
Cc1cc(-c2[nH]nc3c2C(c2c(F)cccc2Cl)C(C#N)=C(N)O3)c(C)s1 (configuration not stated)	45	11
Cc1ccc2c(c1)-c1cc(C)nn1C(c1ccc(N(C)C)cc1)N2 (configuration not stated)	34	8
COc1ccccc1OCc1nnc(SCC(=O)Nc2c(C)cc(C)cc2C)n1C	0	9
CCSc1nc2c(c(=O)n(C)c(=O)n2C)n1Cc1cccc2ccccc12	72*	13
Cc1cccc(NC(=O)C(C#N)Cc2cccnc2)c1C (configuration not stated)	-11	12
CS(=O)(=O)N1CCC(c2ccc3c(c2)OCO3)CC1	-41	4
O=C(Cn1c(-c2cccs2)cc2cccnc21)NCCCN1CCCC1=O	-14	6
O=c1[nH]c2cc3c(cc2cc1CN(CCO)Cc1nnnn1Cc1ccccc1)OCO3	-7	14
COc1ccc(CN(Cc2cnc[nH]2)Cc2ccco2)c(OC)c1	-5	10
COC(=O)CNc1cn[nH]c(=O)n1	-19	8
Cc1ccc(-c2nnn(CC(=O)N(CC(=O)NC3CCCCC3)c3ccc4c(c3)OCCO4)n2)cc1	10	9
COc1ccc(CN(CCCn2ccnc2)Cc2ccc3c(c2)CCCN3C)cc1	-53	8
CCOCc1nnc(NC(=O)c2ccccc2F)s1	13	6
CC1CCCCN1C(=O)CSc1nnc(CNc2nc(-c3ccccc3)cs2)n1C (configuration not stated)	2	16

Brought forward from above: two compounds, then new ones.
SMILES	EP2 mod	EP2 antag
CCOCc1nnc(NC(=O)c2ccccc2F)s1	13	6
CC1CCCCN1C(=O)CSc1nnc(CNc2nc(-c3ccccc3)cs2)n1C (configuration not stated)	2	16
Cc1cnc(-c2nnc(NCC3CCCO3)s2)cn1 (configuration not stated)	-2	9
CCOC(=O)CSc1nnc(COc2cccc3ccccc23)n1-c1ccccc1	60	14
CC[C@@H](Cn1nc(-c2cccs2)ccc1=O)NC(=O)CCn1nnc2ccccc21	7	7
O=C1NC2(CCN(C(=O)COCc3nc4ccccc4[nH]3)CC2)Oc2ccccc21	-18	12
COc1ccc(OC)c(CN(Cc2ccc(N3CCCC3=O)cc2)CC2CCCO2)c1 (configuration not stated)	18	10
CCCC(c1nnnn1CCc1ccc(OC)c(OC)c1)N1CCN(c2ncccn2)CC1 (configuration not stated)	4	3
CC(=O)Nc1ccc(CNc2n[nH]c3nc(C)cc(C(F)(F)F)c23)cc1	-55	4
Clc1ccc(N2CCN(Cc3c[nH]c4ncccc34)CC2)cc1	-26	12
OC[C@@H]1O[C@H](n2cnc3c(/C=C(\O)c4ccccc4)ncnc32)[C@H](O)[C@H]1O	7	45*
CCOc1ccccc1-c1nnc(NC(=O)C2(C)CCCO2)s1 (configuration not stated)	-80	11
O=C(CSc1ncccn1)Nc1ncc(Cc2ccc(Cl)cc2Cl)s1	-72	7
CCc1cc2cc(OC)c(OC)cc2nc1SCCN1CCCC1	-6	9

A portion of the library; the hit share may differ from the screen's.
